MITF inh = inhibitors of human MITF | inhibition, % at 2.6 µM | actives 0.91% (n = 650,000) | AlphaScreen MITF homodimerization, bead proximity signal | O75030 | AID 1259374; in the data active = inhibition above about 50%;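 also: 0% = vehicle wells with protein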
Target sequence (O75030 whole entry, looked up): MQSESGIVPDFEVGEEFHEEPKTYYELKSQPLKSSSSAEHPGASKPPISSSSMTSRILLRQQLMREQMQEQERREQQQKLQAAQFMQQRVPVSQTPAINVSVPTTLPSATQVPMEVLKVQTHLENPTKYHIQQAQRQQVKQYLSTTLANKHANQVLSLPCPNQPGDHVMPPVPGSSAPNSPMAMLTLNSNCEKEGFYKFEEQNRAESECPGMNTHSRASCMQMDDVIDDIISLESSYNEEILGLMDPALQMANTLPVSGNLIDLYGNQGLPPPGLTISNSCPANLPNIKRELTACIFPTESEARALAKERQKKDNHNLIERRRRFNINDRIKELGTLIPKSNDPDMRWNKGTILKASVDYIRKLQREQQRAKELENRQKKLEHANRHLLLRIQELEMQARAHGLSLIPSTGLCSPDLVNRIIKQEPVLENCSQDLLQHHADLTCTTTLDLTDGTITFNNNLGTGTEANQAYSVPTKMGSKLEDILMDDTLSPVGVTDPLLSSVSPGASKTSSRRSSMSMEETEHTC
GPR151 ag = activators of human GPR151; actives 1% (n = 650,000); activation, % at 11.2 µM; PathHunter beta-arrestin GPR151 cells, luminescence; in the data active = activation above about 4.9%;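 also: 0% = median of compound wells and 100% = cells with positive control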
FBW7 activator = activators of human E3 ligase FBW7. Q969H0. AlphaScreen FBW7–phospho-cyclin E peptide binding, activator screen. normalized activity (activation), % at 26.1 µM. actives 0.13% (n = 650,000); in the data active = normalized activity above about 1.9%;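 also: purified mutant Fbw7 with reduced substrate affinity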
TEAD-YAP block = TEAD-YAP interaction inhibition. actives 1.4% (n = 640,000). HEK-TIYL cells, TEAD-Gal4/YAP UAS-luciferase luminescence. AID 1259422. inhibition, % at 9.12 µM; in the data active = inhibition above about 32%;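 also: 0% = median of test compound wells and 100% = reference inhibitor wells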
* marks the source's active call; other numbers are inactive results. Compounds as they come; about 3.5% have a hit in one of these screens.

cpd	Structure	GPR151 ag	MITF inh	FBW7 activator	TEAD-YAP block
1	O=C1OC(c2ccc([N+](=O)[O-])cc2)OC1c1ccccc1 (configuration not stated)	0.4	8	0.0	7
2	CCOC(=O)c1c(NC(=O)CSc2nnc(CNC(=O)c3ccc(C)c(C)c3)n2CCc2ccccc2)sc2c1CCC2	-0.9	8	0.0	-4
3	O=C(O)CC1S/C(=N/N=C/c2cccc(Cl)c2)NC1=O (configuration not stated)	0.4	1	0.0	-2
4	Cc1ccc(C(=O)C2=C(O)C(=O)N(CCCN(C)C)C2c2ccc(OC(C)C)cc2)o1 (configuration not stated)	-1.7	4	-0.1	-5
5	Cc1ccc(NC(=O)c2c(C(=O)O)cccc2[N+](=O)[O-])c(Br)c1	0.1	-14	0.1	2
6	O=C(CCc1nnc(Cc2cccc(C(F)(F)F)c2)o1)NCCCOc1cccnc1	0.8	-2	0.0	-15
7	CCOc1cc2[nH]c(=O)n(CCCCCC(=O)NCc3ccco3)c(=O)c2cc1OCC	0.2	-6	-0.2	-10
8	CCN(c1ccccc1C)S(=O)(=O)c1nnc(NC(=O)c2cccc(C)c2)s1	-1.7	-3	0.0	-3
9	Cc1cc(C)nc(NC(=O)COc2ccc(C(C)(C)C)cc2)n1	-0.5	10	0.3	-6
10	CC(C)(C)c1ccc(C(=O)Nc2cc3cccc([N+](=O)[O-])c3oc2=O)cc1	0.7	-12	-0.1	4
11	CCCCC(=O)N1CCN(c2nc(C(C)C)c3c(c2C#N)CC(C)(C)OC3)CC1	0.7	-14	0.0	1
12	CNC(=S)N1CCC(C(=O)NC(c2ccccc2)c2ccccn2)CC1 (configuration not stated)	-0.8	20	0.3	20
13	Nc1ccccc1C(=O)NCc1ccc2c(c1)OCO2	-0.8	7	0.1	-5
14	CCCCNS(=O)(=O)c1ccc(NC(=O)/C(C)=C\c2ccccc2)cc1	0.6	15	0.5	21
15	COc1ccc(-c2nc(NCc3cccnc3)c3ncn(CCN4CCCC4=O)c3n2)cn1	0.2	30	0.0	5
16	COC(=O)c1cnn(-c2ccccc2)c1-n1cccc1C=O	-0.2	-3	0.0	4
17	C/C(=N\NC(=O)c1cc(-c2cccnc2)nc2ccccc12)c1ccc(O)cc1O	1.7	0	0.1	32
18	O=C(C1CC1)N1CCC(Oc2cccc(C(=O)N3CCC[C@H]3CO)c2)CC1	1.1	-8	-0.1	-13
19	CC(=O)c1cccc(NC(=O)N2CCN(S(C)(=O)=O)CC2)c1	-1.7	-8	0.0	1
20	O=C(Nc1ccc(C(=O)NC2CCCCC2)cc1)c1cncc(Br)c1	-0.2	13	0.1	7

Records 1 through 15, quoted:
cpd	Structure	GPR151 ag	MITF inh	FBW7 activator	TEAD-YAP block
1	O=C1OC(c2ccc([N+](=O)[O-])cc2)OC1c1ccccc1 (configuration not stated)	0.4	8	0.0	7
2	CCOC(=O)c1c(NC(=O)CSc2nnc(CNC(=O)c3ccc(C)c(C)c3)n2CCc2ccccc2)sc2c1CCC2	-0.9	8	0.0	-4
3	O=C(O)CC1S/C(=N/N=C/c2cccc(Cl)c2)NC1=O (configuration not stated)	0.4	1	0.0	-2
4	Cc1ccc(C(=O)C2=C(O)C(=O)N(CCCN(C)C)C2c2ccc(OC(C)C)cc2)o1 (configuration not stated)	-1.7	4	-0.1	-5
5	Cc1ccc(NC(=O)c2c(C(=O)O)cccc2[N+](=O)[O-])c(Br)c1	0.1	-14	0.1	2
6	O=C(CCc1nnc(Cc2cccc(C(F)(F)F)c2)o1)NCCCOc1cccnc1	0.8	-2	0.0	-15
7	CCOc1cc2[nH]c(=O)n(CCCCCC(=O)NCc3ccco3)c(=O)c2cc1OCC	0.2	-6	-0.2	-10
8	CCN(c1ccccc1C)S(=O)(=O)c1nnc(NC(=O)c2cccc(C)c2)s1	-1.7	-3	0.0	-3
9	Cc1cc(C)nc(NC(=O)COc2ccc(C(C)(C)C)cc2)n1	-0.5	10	0.3	-6
10	CC(C)(C)c1ccc(C(=O)Nc2cc3cccc([N+](=O)[O-])c3oc2=O)cc1	0.7	-12	-0.1	4
11	CCCCC(=O)N1CCN(c2nc(C(C)C)c3c(c2C#N)CC(C)(C)OC3)CC1	0.7	-14	0.0	1
12	CNC(=S)N1CCC(C(=O)NC(c2ccccc2)c2ccccn2)CC1 (configuration not stated)	-0.8	20	0.3	20
13	Nc1ccccc1C(=O)NCc1ccc2c(c1)OCO2	-0.8	7	0.1	-5
14	CCCCNS(=O)(=O)c1ccc(NC(=O)/C(C)=C\c2ccccc2)cc1	0.6	15	0.5	21
15	COc1ccc(-c2nc(NCc3cccnc3)c3ncn(CCN4CCCC4=O)c3n2)cn1	0.2	30	0.0	5

(further entries)
cpd	Structure	GPR151 ag	MITF inh	FBW7 activator	TEAD-YAP block
21	CCOCCOC(=O)COc1ccc2c(C)cc(=O)oc2c1	0.0	-7	0.1	4
22	COc1ccccc1CN[C@H]1C[C@H]2C(=O)N[C@@H](Cc3ccccc3)C(=O)N2C1	2.9	-8	-0.1	-1
23	CC(C)C1=NN(C(=O)C(=O)NCCc2ccccc2)C(O)(C(F)(F)F)C1 (configuration not stated)	0.9	20	0.4	16
24	O=C(CSc1nnc(-c2cccc(Br)c2)o1)N1CCOCC1	-1.3	6	0.0	0
25	O=C(NCc1cccnc1)C(=O)Nc1ccccc1F	-0.4	5	0.1	-5
26	Cc1cc(NC(=O)c2cccc(Cl)c2)no1	-1.5	0	-0.2	-31
27	Cc1cccc(NC(=O)c2c(NC(=O)c3cccnc3)sc3c2CCC3)c1	0.8	-4	0.0	3
28	Cc1ccc(NS(=O)(=O)CC23CCC(CC2=O)C3(C)C)cc1 (configuration not stated)	0.6	12	0.0	8
29	CC1CCCN(c2c([N+](=O)[O-])cc(C(=O)O)cc2[N+](=O)[O-])C1 (configuration not stated)	-0.7	11	0.1	12
30	CC1(c2ccccc2)CC(C)(C)N(C(=O)COc2ccc(Cl)cc2Cl)c2ccccc21 (configuration not stated)	-0.8	12	1.1	-6
31	CCOC(=O)c1c(-c2ccc(Br)cc2)csc1NC(C)=O	-1.3	-17	0.0	4
32	COc1ccc(C2C(C#N)=C(N)Oc3c2c(C)nn3-c2ccc(C)cc2)cc1OC (configuration not stated)	0.3	6	-0.3	9
33	CSc1ccc(CNCC2CCCO2)cc1 (configuration not stated)	0.4	-5	1.2	0
34	COCCn1nnnc1C(c1ccccc1F)N1CCN(C2CCCCC2)CC1 (configuration not stated)	0.1	22	0.0	3
35	Cc1cc2ccccc2c(=O)n1CC(=O)N1CCC(C)CC1	-0.6	-1	-0.2	-12

Source: PubChem (The Scripps Research Institute Molecular Screening Center)
